High-throughput results: PubChem, National Center for Advancing Translational Sciences (NCATS)
Glioma ERSR ind – inducers of ER stress response in human glioma cells; AID 602332; U87-MG GRP78 promoter luciferase reporter, 16 h; Potency, µM, for inactives: at the highest dose activation, hits mostly activators; 0.02% of 420,000 active; note: potency is the fitted concentration of half-maximal effect; series mostly up to about 76 µM; % of control where 0% means no effect; nearly all actives have a fitted effect of over 35% in size
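ERSR induction read as luciferase luminescence (Bright-Glo, 10 min at room temperature) in stably transfected human U87-MG glioma cells exposed to compounds for 16 h, using GRP78 as sensor.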
Vif-A3G inh – Vif-A3G binding inhibition | Potency, µM (top dose mostly 46.1 µM), for the others: top-dose activity, negative = active, usual class: inhibitors | HeLa A3G-eYFP + Vif (tagged APOBEC3G with the HIV-1 protein that degrades it), YFP fluorescence, overnight | 0.076% of 410,000 active | AID 602310;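 note: potency is the fitted concentration of half-maximal effect; % is set by controls: 0 for no effect and ±100 for the full control effect; nearly all actives have a fitted effect of over 60% in size; hits raise eYFP signal because A3G escapes Vif-driven loss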
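HeLa cells stably expressing Vif and C-terminally eYFP-tagged A3G, seeded overnight at 37 deg C, then exposed to compound by pintool overnight at 37 deg C. Rise in yellow fluorescence (Ex 488/Em 500-530, Acumen) marks blocked Vif-driven A3G degradation.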
D1 antagonist – human D1 dopamine receptor antagonism; activity change, negative = inhibition, % at 10 µM; P21728; 3.2% of 360,000 active; HEK293 TREx D1 cells, calcium flux, dopamine EC80; stronger effect = lower value; in the data active = activity change below about -30%; note: % is set by controls: 0 for no effect and ±100 for the full control effect
Target sequence (P21728 whole entry, looked up): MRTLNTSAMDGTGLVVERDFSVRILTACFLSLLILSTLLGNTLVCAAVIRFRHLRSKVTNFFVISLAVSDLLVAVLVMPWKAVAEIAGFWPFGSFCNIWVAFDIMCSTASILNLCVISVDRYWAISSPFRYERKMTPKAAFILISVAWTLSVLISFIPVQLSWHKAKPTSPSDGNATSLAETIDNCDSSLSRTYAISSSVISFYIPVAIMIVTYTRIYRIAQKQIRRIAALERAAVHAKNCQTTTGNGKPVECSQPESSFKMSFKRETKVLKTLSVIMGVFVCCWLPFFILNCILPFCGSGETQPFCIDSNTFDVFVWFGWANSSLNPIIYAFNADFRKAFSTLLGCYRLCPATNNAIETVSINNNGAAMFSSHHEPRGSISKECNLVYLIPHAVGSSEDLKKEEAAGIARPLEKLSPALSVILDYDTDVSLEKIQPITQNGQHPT
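HEK293 T-REx cells expressing inducible, force-coupled D1 receptor; no-wash Ca dye, 30–90 min RT. Cmpd → 180 s read at 1 Hz → EC80 DA → 180 s read.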
D1 agonist – activates the human D1 dopamine receptor. P21728. HEK293 T-REx D1 cells, calcium flux, agonist mode. activation, % at 2 µM. 1% of 360,000 active; in the data active = activation above about 30%; note: 0% is about no effect
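Agonism was scored from calcium flux recorded over 180 s (1 read/s) after pintool compound addition, following a 10-cycle baseline. Cells were inducible force-coupled HEK293 TREx D1, plated overnight at 30 C and loaded with no-wash calcium dye.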
D2 PAM – positively modulates the human D2 dopamine receptor allosterically. HEK293 T-REx D2, calcium flux, EC20 dopamine potentiation. 0.34% of 340,000 active. potentiation, % at 10 µM. P14416;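 active = potentiation over 3 SD above the plate norm, cut at about 30% in these data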; note: 0% is about no effect
Target sequence (P14416 whole entry, looked up): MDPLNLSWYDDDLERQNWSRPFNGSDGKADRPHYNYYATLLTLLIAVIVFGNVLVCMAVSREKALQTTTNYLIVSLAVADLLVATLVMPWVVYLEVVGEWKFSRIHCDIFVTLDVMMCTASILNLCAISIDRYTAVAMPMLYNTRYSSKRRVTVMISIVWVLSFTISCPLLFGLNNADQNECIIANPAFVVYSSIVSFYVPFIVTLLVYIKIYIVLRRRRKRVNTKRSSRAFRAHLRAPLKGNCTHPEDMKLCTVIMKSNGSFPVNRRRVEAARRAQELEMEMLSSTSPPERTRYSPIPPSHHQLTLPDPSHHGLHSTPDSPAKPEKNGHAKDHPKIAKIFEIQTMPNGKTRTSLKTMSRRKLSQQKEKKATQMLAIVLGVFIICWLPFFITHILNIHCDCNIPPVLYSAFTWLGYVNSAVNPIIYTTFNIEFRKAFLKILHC
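Using a no-wash calcium dye in inducible, force-coupled HEK293 Trex cells expressing D2, we tracked fluorescence each second for 180 s after compound, then for 180 s after EC20 dopamine to detect augmented signalling.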
Vif-A3F inh – inhibitors of Vif-A3F interaction; HeLa A3F-eYFP + Vif (tagged APOBEC3F with the HIV-1 protein that degrades it), YFP fluorescence increase; Potency, µM (series often up to 46.1 µM), inactives show at the highest dose activity, negative = active; 0.2% of 390,000 active; AID 602313; note: potency is the fitted concentration of half-maximal effect; % of control where 0% means no effect; nearly all actives have a fitted effect of over 65% in size
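Fluorescence increase (Ex 488/Em 500-530) after overnight compound treatment at 37 deg C flags inhibition of Vif-driven A3F-eYFP loss in stable HeLa A3F-eYFP/Vif cells seeded overnight beforehand.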
RXFP1 antag – antagonists of human relaxin receptor RXFP1; HEK293-RXFP1, relaxin-stimulated cAMP HTRF, 30 min; stronger effect = lower value; 0.59% of 350,000 active; Q9HBX9; activity change, negative = inhibition, % at 57.5 µM;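 active = activity change of -60% or lower, but not beyond a set lower limit; inconclusive = change between -60% and -40%, or beyond the set limit; inactive = change above -40%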; note: % is set by controls: 0 for no effect and ±100 for the full control effect
D1 PAM – potentiators of human D1 dopamine receptor; 0.036% of 360,000 active; HEK293 TREx D1 cells, calcium flux, dopamine EC20 potentiation; potentiation, % at 10 µM; P21728; in the data active = potentiation above about 30%; note: 0% is about no effect
RXFP1 agonist – agonists of human relaxin receptor RXFP1; Q9HBX9; HEK293T-RXFP1 cAMP TR-FRET, 30 min; response scale: percent of porcine relaxin response, buffer zero; Potency, µM (highest dose often 57.5 µM), inactives show at the top dose activation, most hits filed as activators; 0.3% of 370,000 active; AID 2676; note: potency is the fitted concentration of half-maximal effect; % is set by controls: 0 for no effect and ±100 for the full control effect; nearly all actives have a fitted effect of over 60% in size; many of its hits are not listed in these tables
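HEK293 cells stably expressing RXFP1, treated 30 min at 37C with compounds plus PDE4 inhibitor Ro 20174; cAMP measured by HTRF TR-FRET. Normalized to buffer and 29 nM porcine relaxin; EC50 by Hill fit.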
The depositor's hits bear a star; ? = inconclusive; / = not tested or not shown; & = joins results of further samples. Unless noted, calls come from the whole dose curve; as a rule, active = well fitted curve in the direction sought with a large enough effect; inconclusive = small, poorly fitted or top-dose-only effect, or another doubt; inactive = no such curve, though single readings can be large; an effect the other way counts as inactive or inconclusive.

Order of values: D2 PAM	Glioma ERSR ind	D1 agonist	Vif-A3G inh	RXFP1 antag	Vif-A3F inh	D1 antagonist	D1 PAM	RXFP1 agonist
1: C=CCc1c(C)nc(-c2ccccc2)nc1Nc1ccc(O)cc1
→ 8	7%	0	-20%	3	-3%	-5	-4	1.7%
2: COC(=O)c1sc(NC(=O)COc2cccnc2[N+](=O)[O-])c(C(=O)OC)c1C
→ -3	-2%	0	-8%	-13	0%	16	-4	-1.2%
3: COc1cc(C)c(C)cc1S(=O)(=O)N1CCCCC1c1cccnc1 (stereo not drawn)
→ 1	-9%	1	1%	-1	-1%	-18	-1	0.3%
4: CCc1cccc(C)c1NC(=O)CCOc1ccccc1
→ 11	-7%	1	-1%	-5	-2%	-7	-4	6.2%
5: CN1CC2CCCC3(C1)C(=O)NC1(CCCCC1)N=C23 (stereo not drawn)
→ 7	-2%	0	0%	-3	-3%	-11	4	-1.3%
6: COc1cc(C2NC(=O)c3ccccc3O2)cc(OC)c1OC (stereo not drawn)
→ 6	-4%	3	4%	-8	-2%	1	4	0.7%
7: COc1ccc(C(=O)c2sc(Nc3ccccc3F)nc2N)cc1
→ 4	?	0	-6%	10	-1%	12	0	-1.5%
8: CCn1c(SCC(=O)c2c(N)n(C3CC3)c(=O)[nH]c2=O)nnc1-c1ccoc1C
→ 12	0%	0	1%	4	-3%	0	-4	0.0%
9: COc1cccc(CNC(=O)c2cc3c(-c4ccccc4F)nn(C)c3s2)c1
→ 7	0%	11	3%	-9	4%	4	4	3.9%
10: COc1cccc(CN(CC(=O)NC2CCCC2)C(=O)c2csnn2)c1
→ /	-2%	0	2%	-1	10%	2	-6	-2.6%
11: Cc1cc(C)n(-c2nc3ccccc3nc2N2CCN(S(=O)(=O)c3ccc(F)c(C)c3)CC2)n1
→ -4	-2%	0	0%	-9	-8%	0	4	1.4%
12: Cc1sc2ncnc(SCC(=O)N3CCOCC3)c2c1C
→ -1	-4%	3	0%	14	6%	7	-3	2.5%
13: O=c1c2ccccc2c(/C=N/n2cnnc2)c(O)n1-c1ccccc1
→ 25	-3%	-3	-1%	-10	-6%	-6	-4	7.4%
14: C/C(=N\NC(=O)CNC(=O)c1ccco1)c1ccc(Br)cc1
→ 0	-2%	5	-7%	-7	0%	5	-5	-1.4%
15: COC(=O)c1ccc(-n2nnnc2SCC(=O)Nc2cc(OC)ccc2OC)cc1
→ -7	10%	2	3%	3	-5%	-1	9	1.6%
16: CN1CCN(C(=O)/C=C/c2c(F)cccc2Cl)CC1
→ -3	-1%	4	3%	-1	-9%	3	-1	1.9%
17: CCCC(=O)N1CCN(c2ccc(NC(=O)c3cc4ccccc4o3)cc2)CC1
→ 8	0%	5	1%	-5	-8%	-2	-5	1.5%
18: CCC(=O)Nc1ccc(C(=O)CSc2nnc(-c3ccccc3F)n2C2CC2)cc1
→ 2	-4%	0	-1%	-2	-2%	12	-8	0.5%
19: O=C(COC(=O)c1ccc(Cl)cc1O)NCCN1C(=O)CSC1=O
→ 21	-2%	1	-3%	-1	0%	5	-2	-1.5%
20: O=c1cc(CSc2ccc(Cl)cc2)nc2nc[nH]n12
→ -8	-3%	2	2%	3	8%	2	-4	0.9%
21: Cc1ccccc1NC(=O)c1c(C)cc(=O)oc1C
→ 30	-2%	0	1%	-7	-1%	-12	-1	-0.6%
22: COc1cccc(/C=N/NC(=O)c2ccccc2)c1OS(=O)(=O)c1ccccc1
→ 1	-1%	1	0%	2	1%	-2	-6	0.8%
23: Cn1nc(C(=O)OCC(=O)Nc2ccccc2OC(F)F)c2ccccc2c1=O
→ /	-1%	/	0%	-1	-11%	/	/	/
24: COc1ccc(C(=O)Oc2ccc(C(=S)N3CCCC3)cc2)cc1OC
→ 7	/	1	/	/	/	4	11	0.4%
25: CC(=O)NC(Cc1cc(C)ccc1C)C(=O)N1CCN(C(=O)Nc2ccc(C(C)=O)cc2)CC1 (stereo not drawn)
→ 5	-5%	6	3%	-3	3%	0	-4	0.2%
26: COc1ccccc1C1(CC(=O)N2CCCCC2)CCOC(C(C)C)C1 (stereo not drawn)
→ -12	1%	1	-1%	6	-15%	-8	-6	-2.3%
27: Cc1ccc(NC(=O)c2c(C)nc3sc(C(=O)Nc4ccc(F)cc4)c(N)c3c2-c2ccc(C)o2)c(C)c1
→ -11	-1%	7	?	-6	?	0	3	6.5%
28: COCc1cc(C)nc(SCC(=O)NC2CCCCC2C)c1C#N (stereo not drawn)
→ 3	-3%	5	-4%	-7	0%	11	3	?
29: CC1Cc2nc(SCC(=O)NCc3ccco3)n(-c3ccccc3)c(=O)c2S1 (stereo not drawn)
→ 3	1%	1	0%	-4	4%	6	7	-0.6%
30: CC1=C(C#N)C(NC(=O)c2ccccc2Cl)(C(F)(F)F)C(=O)N1 (stereo not drawn)
→ 4&-1	-2%&-2%	1&7	1%&-1%	/	2%&-10%	3&3	-6&1	?

Among those listed so far, these contain a cyano group:
Order of values: D2 PAM	Glioma ERSR ind	D1 agonist	Vif-A3G inh	RXFP1 antag	Vif-A3F inh	D1 antagonist	D1 PAM	RXFP1 agonist
28: COCc1cc(C)nc(SCC(=O)NC2CCCCC2C)c1C#N (stereo not drawn)
→ 3	-3%	5	-4%	-7	0%	11	3	?
30: CC1=C(C#N)C(NC(=O)c2ccccc2Cl)(C(F)(F)F)C(=O)N1 (stereo not drawn)
→ 4&-1	-2%&-2%	1&7	1%&-1%	/	2%&-10%	3&3	-6&1	?

Other entries
Order of values: D2 PAM	Glioma ERSR ind	D1 agonist	Vif-A3G inh	RXFP1 antag	Vif-A3F inh	D1 antagonist	D1 PAM	RXFP1 agonist
31: CCc1ccc(-n2c(=O)c3cccnc3n2CC(=O)Nc2ccccc2C(F)(F)F)cc1
→ 9	-4%	11	-3%	4	2%	-44*	-6	-0.8%
32: COc1ccccc1/C=C(/C(=O)OCC(=O)Nc1ccccc1C)c1ccccc1
→ 15	-6%	7	5%	0	3%	-1	2	-5.4%
33: COc1cc2c(=O)n(CCC(=O)NCC3CCCO3)c(=O)n(CC(=O)Nc3ccc(C)cc3)c2cc1OC (stereo not drawn)
→ 8&10	-3%&-2%	0&1	0%&-1%	2&-11	2%&0%	-16&15	-3&0	1.5%&2.2%
34: Cc1cc(C(F)F)n2nc(C(=O)Nc3c(C)cccc3C)nc2n1
→ -9	-3%	0	1%	/	-9%	1	-3	1.1%
35: O=C(Cc1ccccc1)NNC1CC(=O)N(c2ccc(Br)cc2)C1=O (stereo not drawn)
→ -8	-2%	1	3%	-2	1%	-1	-9	0.1%
36: CCN1CCc2c(sc(NC(=O)C3CCCCC3)c2C(=O)OC)C1
→ 2	-2%	2	1%	-26	-11%	-8	-10	1.5%
37: COc1ccc(C2Nc3cccc4cccc(c34)N2)cc1Br
→ 16	7%	7	-1%	-19	-26%	-1	-6	-1.1%
38: COc1ccc(C(=O)N2CC(=O)N(CCc3ccccc3)C(=O)C2)cc1OC
→ 2	-3%	-1	-1%	3	-10%	-2	2	0.0%
39: Cc1cccnc1NC(=O)C(c1ccccc1)c1ccccc1
→ -3	-4%	5	-2%	3	-3%	-1	-1	-3.3%
40: O=S(=O)(Nc1ccccc1N1CCOCC1)c1ccc(Cl)cc1
→ -3	-3%	1	11%	0	6%	15	-2	0.4%
41: COc1cc(CCCN2C(=S)NC[C@@H]2CC2CCCCC2)cc(OC)c1OC
→ 2	1%	3	2%	/	-7%	-14	0	0.0%
42: CCCC(C1=C(O)CC(C)(C)CC1=O)C1C(=O)CC(C)(C)CC1=O (stereo not drawn)
→ 6	-4%	1	-1%	-7	-10%	0	-4	0.9%
43: COc1ccc(O)c(CNc2ccccc2F)c1
→ 0	-2%	5	-7%	5	4%	-19	-2	3.2%
44: COc1ccc(CCNc2cc(N3CCN(C(=O)c4ccc(C)cc4)CC3)ccc2[N+](=O)[O-])cc1OC
→ -4	/	-1	/	/	/	3	-3	4.4%
45: S=c1[nH]nc(-c2cccs2)n1/N=C/c1cccs1
→ 0	-2%	1	0%	-13	6%	0	-3	2.4%
46: O=C(NNC(=O)c1ccccc1Cl)c1ccccc1Cl
→ 0	2%	5	-1%	-3	0%	-20	-5	1.5%
47: CCOC(=O)c1cc(C)nc(N2CCCCC2)c1C#N
→ 10	0%	3	-4%	-1	-3%	-12	1	3.1%
48: CCOC(=O)C1=C(C)N=C(SC)N(C)C1c1ccccc1 (stereo not drawn)
→ 3	-1%	1	0%	11	-13%	-3	1	-0.3%
49: O=C(Cc1ccc(F)cc1)NC1CCSC1=O (stereo not drawn)
→ 8	-4%	3	-1%	-22	6%	-33*	-2	1.5%

Complete entries, looked up by structure. Order of screens: D2 PAM | Glioma ERSR ind | D1 agonist | Vif-A3G inh | RXFP1 antag | Vif-A3F inh | D1 antagonist | D1 PAM | RXFP1 agonist
Cc1cc(C)n(-c2nc3ccccc3nc2N2CCN(S(=O)(=O)c3ccc(F)c(C)c3)CC2)n1 across the screens: -4 | -2% | 0 | 0% | -9 | -8% | 0 | 4 | 1.4%
CCCC(C1=C(O)CC(C)(C)CC1=O)C1C(=O)CC(C)(C)CC1=O (stereo not drawn) across the screens: 6 | -4% | 1 | -1% | -7 | -10% | 0 | -4 | 0.9%
CN1CCN(C(=O)/C=C/c2c(F)cccc2Cl)CC1 across the screens: -3 | -1% | 4 | 3% | -1 | -9% | 3 | -1 | 1.9%

Only part of the results is shown; count on the stated rates, not on these rows.
